ALOX12 inh: inhibitors of human 12S-lipoxygenase ALOX12. AID 1671190. 1.1% of 580,000 active. Potency, µM (titrated, usually from 108 µM), without a hit: at the highest dose activity change, negative = inhibition, usual class: inhibitors. purified 12hLO, xylenol orange hydroperoxide absorbance; further: potency means the concentration at half of the fitted maximal effect; on the % scale 0 is the no-effect control and ±100 the full control effect
Target sequence (P18054 whole entry, looked up): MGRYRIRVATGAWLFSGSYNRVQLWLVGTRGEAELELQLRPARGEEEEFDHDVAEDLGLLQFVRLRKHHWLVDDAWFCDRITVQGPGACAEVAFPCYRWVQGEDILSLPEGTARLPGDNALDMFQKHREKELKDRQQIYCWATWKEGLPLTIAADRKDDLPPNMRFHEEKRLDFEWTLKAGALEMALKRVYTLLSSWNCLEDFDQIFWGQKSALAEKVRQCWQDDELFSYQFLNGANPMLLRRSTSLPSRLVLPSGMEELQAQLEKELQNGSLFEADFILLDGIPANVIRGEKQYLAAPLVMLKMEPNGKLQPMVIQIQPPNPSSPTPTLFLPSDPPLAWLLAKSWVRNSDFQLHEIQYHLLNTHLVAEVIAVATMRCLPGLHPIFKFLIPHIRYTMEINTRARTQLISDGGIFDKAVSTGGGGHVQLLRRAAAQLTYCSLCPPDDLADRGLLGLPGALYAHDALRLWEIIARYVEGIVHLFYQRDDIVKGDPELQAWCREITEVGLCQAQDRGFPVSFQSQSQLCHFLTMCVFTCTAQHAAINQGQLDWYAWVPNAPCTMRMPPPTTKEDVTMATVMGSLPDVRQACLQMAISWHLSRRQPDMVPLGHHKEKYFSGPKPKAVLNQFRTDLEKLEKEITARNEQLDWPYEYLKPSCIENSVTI
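Hydroperoxide product was detected by ferrous iron/xylenol orange as the 573 to 405 nm absorbance ratio. Arachidonic acid at 40 uM (final) was turned over for 30 min at room temperature by 150 nM human 12hLO, pH 7.0 Hepes buffer, after 15 min compound preincubation.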
ERG-DNA inh: ERG Ets/DNA interaction inhibition | 0.028% of 370,000 active | Potency, µM (series often up to 76.9 µM), for inactives: at the highest dose FP activity, negative = inhibition, usual class: inhibitors | P11308 | fluorescence polarization, His-ERG Ets domain / labelled DNA; active means well fitted inhibition curve with a large enough effect in the polarisation, with a control signal flat; inconclusive means small, poorly fitted or top-dose-only effect, or effect the other way, or a change in a side signal; inactive means no such curve, though single readings can be large or run the other way; the % refers to the polarisation;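 further: polarization taken with two DNA probes labelled with fluorescein and Texas red; potency means the concentration at half of the fitted maximal effect; % of control where 0% means no effect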
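His-tagged ERG Ets domain (1 uM in the protein solution; 300mM KCl, 50mM Tris-HCl, 1mM EDTA, 1mM DTT, pH 7.5) received compound, then a probe mix of 5 nM fluorescein-DNA and 100nM Texas-615-DNA. Fluorescence polarization was read for both dyes.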
GLS inh: inhibitors of human glutaminase (GLS); GLS enzymatic activity, qHTS titration; 0.21% of 410,000 active; Potency, µM (doses to about 45.5 µM), without a hit: top-dose activity change, negative = inhibition, hits mostly inhibitors; O94925; further: potency means the concentration at half of the fitted maximal effect; on the % scale 0 is the no-effect control and ±100 the full control effect
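Assay buffer: 45 mM KH2PO4 pH 8.2, 0.02% Tween-20. hKGA acts on L-glutamine (1 mM solution added); product glutamate is reported by an oxidase/peroxidase Amplex Red coupling, with fluorescence taken at baseline and 30 min.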
G9a inh: blocks human histone lysine methyltransferase G9a | Q96KQ7 | G9a H3K9 monomethylation, AlphaScreen, 2 h | Potency, µM (titrated, usually from 102 µM), inactives show at the top dose activity, negative = inhibition, actives largely listed as inhibitors | 8.8% of 350,000 active; further: potency means the concentration at half of the fitted maximal effect; on the % scale 0 is the no-effect control and ±100 the full control effect; nearly all actives have a fitted effect of over 75% in size
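Step 1: enzyme (final 20 nM) with compound, 15 min RT. Step 2: substrate peptide 500 nM and SAM 20 uM, 2 h RT. Step 3: anti-H3K9me1 antibody and AlphaScreen beads, 10 min, then plate read.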
PI4K2A inh: blocks human PI4K2A kinase activity; 0.13% of 420,000 active; Q9BTU6; activity change, negative = inhibition, % at 76.9 µM; purified PI4K2A, ADP-Glo luminescence, 1 h; hits give low values; in the data active means activity change below about -50%; inconclusive means mostly about -30% to -49%;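 further: -100% = wells without enzyme as full effect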
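ADP-Glo luminescence measured ADP generated by PI4K2A enzyme (4 ug/mL before mixing) with 1.2 mM PI substrate (pre-mix) and 300 microM ATP (pre-mix). Tris pH7.5 buffer with MgCl2, Triton X-100; 1 h reaction at ambient temperature.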
BAZ2B inh: BAZ2B (human) inhibition | Q9UIF8 | AlphaScreen BAZ2B-H3K14Ac peptide displacement | Potency, µM (titrated, usually from 114 µM), without a hit: at the top dose activity change, negative = inhibition, most hits filed as inhibitors | 4.4% of 360,000 active; further: potency means the concentration at half of the fitted maximal effect; on the % scale 0 is the no-effect control and ±100 the full control effect; nearly all actives have a fitted effect of over 60% in size
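Inhibition is scored as reduced AlphaScreen emission. The BAZ2B/b-H3(5-23)K14Ac complex (50 nM each) in PBS pH 7.4, 0.01% Tween-20 meets compound (up to 110 uM) for 30 min at RT before bead addition.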
JMJD2A Tudor: blocks the human JMJD2A Tudor domain; AlphaScreen JMJD2A-Tudor / H3K4me3 peptide binding; 4.4% of 390,000 active; Potency, µM (doses to about 114 µM), for the others: at the highest dose activity change, negative = inhibition, hits mostly inhibitors; AID 504339; O75164; further: potency means the concentration at half of the fitted maximal effect; on the % scale 0 is the no-effect control and ±100 the full control effect; nearly all actives have a fitted effect of over 50% in size
RGS4 inh: inhibitors of human regulator of G protein signaling 4; 0.039% of 390,000 active; Potency, µM (series often up to 114 µM), for the others: at the highest dose activity change, negative = inhibition, most hits filed as inhibitors; Transcreener GDP fluorescence polarization, RGS4-accelerated GTP hydrolysis; P49798; further: potency means the concentration at half of the fitted maximal effect; on the % scale 0 is the no-effect control and ±100 the full control effect; nearly all actives have a fitted effect of over 75% in size; some results filed as inactive show a strong effect at the top dose
Target sequence (P49798 whole entry, looked up): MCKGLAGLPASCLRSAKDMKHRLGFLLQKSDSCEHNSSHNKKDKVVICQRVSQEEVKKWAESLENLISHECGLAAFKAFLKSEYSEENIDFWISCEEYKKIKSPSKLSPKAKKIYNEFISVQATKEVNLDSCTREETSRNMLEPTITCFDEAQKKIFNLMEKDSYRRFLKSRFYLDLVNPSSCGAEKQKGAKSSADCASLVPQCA
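MLSMR compounds (23 nl, pin-transferred) preincubated 10 min at room temperature with a 500nM (2x) first reagent, then RGS4 at 900nM (2x) plus Transcreener GDP mix added; fluorescence polarization (620/688 nm) read before and after 90 min at 30 °C.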
HP1b binding inh: blocks HP1-beta chromodomain binding to methylated histone tails | P83916 | AlphaScreen HP1-beta / biotin-H3K9me3 peptide binding | AID 540317 | 0.56% of 390,000 active | Potency, µM (series often up to 114 µM), for inactives: at the top dose activity change, negative = inhibition, most hits filed as inhibitors; further: potency means the concentration at half of the fitted maximal effect; nearly all actives have a fitted effect of over 70% in size; inactives centre near 23
Target sequence (P83916 whole entry, looked up): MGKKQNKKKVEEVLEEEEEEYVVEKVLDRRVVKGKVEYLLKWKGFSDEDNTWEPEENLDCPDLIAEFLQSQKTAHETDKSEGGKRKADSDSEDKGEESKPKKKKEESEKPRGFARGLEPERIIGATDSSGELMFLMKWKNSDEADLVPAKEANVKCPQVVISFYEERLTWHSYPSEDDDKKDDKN
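HP1-beta protein (50 nM final) preincubated 30 min at room temperature with biotinylated H3(1-18)K9me3 peptide (50 nM) in PBS pH 7.4, 0.01% Tween-20, then compound added for 30 min. AlphaScreen streptavidin donor/nickel chelate acceptor beads (10 ug/mL final), 30 min dark, luminescence read.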
* = called active by the depositor; ? = inconclusive; · = not tested or not shown; [ ] = dose if it differs, or a comment. Unless noted, the call rests on the fitted dose curve; in most records, active means well fitted curve in the direction sought with a large enough effect; inconclusive means small, poorly fitted or top-dose-only effect, or another doubt; inactive means no such curve, though single readings can be large; an effect the other way counts as inactive or inconclusive. Some of the compounds tested (hit frequency here may not be typical).

SMILES	ALOX12 inh	ERG-DNA inh	GLS inh	G9a inh	PI4K2A inh	BAZ2B inh	JMJD2A Tudor	RGS4 inh	HP1b binding inh
Cc1ccc(CNC(=O)CCc2c(C)nc3c(-c4ccc(F)cc4)c(C)nn3c2C)cc1	-13%	1%	-2%	0%[59 µM]	5	-3%	-14%	-4%	8%
Cn1c(=O)[nH]c(=O)c2c1nc(N1CCCCCC1)n2CCSc1nc2ccccc2[nH]1	4%	3%	-7%	-41%[59 µM]	-1	3%	3%	-22%	26%
COCCN(CC(=O)NC1CCCCC1)C(=O)CCCC(=O)Nc1ccccn1	-9%	-9%	-4%	4%	-4	-16%	-7%	-5%	25%
COC(=O)CSC1=C(C#N)C(c2cccc(OC)c2)CC(=O)N1 (stereo not drawn)	3%	8%	9%	71µM*	5	-6%	-6%	8%	49%[activator]
CS(=O)(=O)N(CC(=O)N1CCOCC1)c1ccc(Cl)cc1	70%[activator]	20%	-4%	·	3	5%	-23%	14%	8%
CCCCCN(C(=O)NC(=O)Nc1ccccc1C)S(=O)(=O)c1ccccc1	-15%	-9%	-19%	3%[59 µM]	3	-1%	-3%	11%	19%[57 µM]
NS(=O)(=O)c1ccc(NCc2cc(Cl)ccc2OCc2ccccc2F)cc1	-18%	4%	7%	-1%	1	-29%	-35%	5%	-13%
CC(C)OC(=O)CN1CCN(c2ccc(Cl)cc2)CC1	2%	2%	7%	1%	-1	-7%	-13%	20%	19%
COc1ccc(S(=O)(=O)N2CCCCCC2)cc1NC(=O)c1ccccc1F	288%[activator]	-4%	2%	?	2	5%	-6%	-4%	38%[activator]
CCOc1ccc(-c2csc(-c3c(N)c(C(=O)c4ccc5c(c4)OCO5)n4ccccc34)n2)cc1	-25%	4%	-9%	44%[59 µM]	5	10%	-7%	7%	103%[activator]
CC1(C)CC(NS(=O)(=O)c2ccc3ccccc3c2)CC(C)(C)N1	-5%	-2%	0%	-18%	0	1%	-15%	-4%	10%
CC(SC1CCCC1)C(=O)NC(C)(C#N)C(C)C (stereo not drawn)	0%	9%	-1%	-38%[59 µM]	3	0%	-10%	11%	30%
OCCCCNCc1ccc(OCc2ccccc2)cc1	4%	-5%	-5%	-15%	4	-2%	2%[57.1 µM]	-17%	31%
COC(=O)c1cn(-c2ccccc2)nc1-c1ccncc1	-18%	1%	-1%	-32%	3	-22%	-3%	27%	11%
Cc1ccc(Cl)cc1OCC(=O)NCCOC(=O)Nc1sc(=S)n(C)c1C	3%	·	18%	?	6	-12%	-11%	-21%	-30%
COc1ccc(-c2nc(CS(=O)(=O)CC(=O)NCc3ccc(F)cc3)c(C)o2)cc1	11%	0%	-4%	10%	-5	-6%[57.1 µM]	-16%	17%[11.4 µM]	52%[activator]
CCc1ccc(NC(=O)Cn2c(=O)n(CCC(=O)NCCc3ccc(Cl)cc3)c(=O)c3ccccc32)cc1	-21%	5%	7%	22%[59 µM]	-2	-19%	6%	13%	39%
CCCCC(=O)Nc1nnnn1CCC	?	12%	5%	-1%[59 µM]	0	-2%	-5%	10%	-15%
O=C(O)[C@H]1CCCN1C(=O)c1ccccc1N1C(=O)[C@@H]2Cc3c([nH]c4ccccc34)C(c3cccc(Cl)c3)N2C1=O (stereo partly drawn)	-28%	-5%	6%	19%[12.7 µM]	1	-29%	-7%	-5%	12%
CC[n+]1c(/C=C/Nc2ccccc2)sc2ccccc21	?	8%	22%	7.9µM*	-4	-6%	-18%	?	19%
CCOc1cc(/C=N/NC(=O)c2ccc(CSc3nncn3C)cc2)ccc1OCC(=O)N1CCOCC1	24%	6%	0%	20%	2	-35%	-17%	-26%	25%
CCc1ccccc1NC(=O)Cn1nc(N2CCN(c3ccccc3OC)CC2)ccc1=O	-25%	-9%	3%	-7%[59 µM]	-2	-23%	-24%	3%	16%
CCCNC(=O)C(Cc1ccc(OC)cc1)NC(=O)c1ccc(C#N)cc1 (stereo not drawn)	3%	4%	0%	16%[0.501 µM]	2	?	-19%	22%	25%
COc1cc(C(C)=O)cc(OC)c1O	10%	4%	31%[activator]	·	-7	·	-14%	-7%	36%
CCN(CC)c1ccc(S(=O)(=O)N2CCOCC2)cc1NC(=O)c1cc(=O)c2ccccc2o1	-1%	-4%	3%	-4%	0	-4%	-20%	-19%	50%[activator]
CCN(CC)S(=O)(=O)c1ccc2c(c1)N(CC(=O)N1CCCC1)C(=O)CO2	0%	3%	6%	0%	2	-2%	-9%	13%	22%
CCCCCCSC1=C(C#N)C(c2ccc(O)cc2)CC(=O)N1 (stereo not drawn)	?	1%	18%	-10%[12.7 µM]	4	?	-20%	4%	1%
COc1ccc(OC)c(CNC(=O)CCC(=O)N2Cc3cccc(OC)c3Oc3ncccc32)c1	0%	2%	20%	13%[59 µM]	0	-15%	-8%	-2%	24%
CCOC(=O)N1CCN(c2c(NCCCN3CCCC(C)C3)c(=O)c2=O)CC1 (stereo not drawn)	-1%	-9%	5%	8%	2	6%	-16%	14%	24%
CSc1ccccc1NC(=O)CCS(=O)(=O)c1nc(-c2cccs2)cc(C(F)(F)F)n1	-14%	22%	-8%	3.2µM*	1	2%	22µM*	-53%	-15%
COc1ccc(CN(C(=O)Nc2ccc(C)c(F)c2)C2CCN(C(C)=O)CC2)cc1	1%	0%	-6%	3%[59 µM]	-1	5%	3%	25%	30%
Cc1ccc(C(=O)NCc2ccccc2)c(F)c1F	17%	2%	-3%	?	1	6%	4%	9%	56%[activator]
CCOc1ccc(S(=O)(=O)N(CC)CC(=O)N2CCOCC2)cc1C	-3%	-9%	-2%	27%	-4	-15%	-18%	-3%	14%
O=C(CN1CCN(Cc2ccccc2)CC1)Nc1nnc(C(F)(F)F)s1	27%	-11%	0%	·	-2	-7%	-25%	7%	24%
O=C(Nc1nc(-c2ccc3c(c2)OCO3)cs1)C1CC1	0%[57.4 µM]	-5%	1%	-45%[59 µM]	1	-30%	-18%	-19%	21%
CCn1c(SCC(=O)OC)nc2cc(S(=O)(=O)N3CCOCC3)ccc21	-23%	-12%	-10%	-30%[59 µM]	-1	0%	-4%	13%	36%
O=C(Nc1ccc(N2CCOCC2)cc1)c1ccc([N+](=O)[O-])o1	9%	-2%	54%[activator]	?	-2	-12%	-23%	4%	4%
COc1cc(OC)cc(C(=O)Nc2ccc(NC(=O)c3ccco3)c(C)c2)c1	-26%	0%	-10%	50µM*	-14	-26%	-18%	-4%	0%
NC(=O)CN1C(=O)C2C3c4ccccc4C(c4ccccc43)C2C1=O (stereo not drawn)	88%[activator]	-7%	-1%	?	3	-9%	-1%	-4%	26%
CC1CC(C)CN(CCCNC(=O)c2ccc(CS(=O)(=O)Cc3cccc(Cl)c3)o2)C1 (stereo not drawn)	4%	14%	-9%	24%	-6	1%	-6%	20%	11%[57 µM]

A draw from above in order of SMILES length, ascending.
SMILES	ALOX12 inh	ERG-DNA inh	GLS inh	G9a inh	PI4K2A inh	BAZ2B inh	JMJD2A Tudor	RGS4 inh	HP1b binding inh
CCOC(=O)N1CCN(c2c(NCCCN3CCCC(C)C3)c(=O)c2=O)CC1 (stereo not drawn)	-1%	-9%	5%	8%	2	6%	-16%	14%	24%
CCc1ccccc1NC(=O)Cn1nc(N2CCN(c3ccccc3OC)CC2)ccc1=O	-25%	-9%	3%	-7%[59 µM]	-2	-23%	-24%	3%	16%
CCN(CC)S(=O)(=O)c1ccc2c(c1)N(CC(=O)N1CCCC1)C(=O)CO2	0%	3%	6%	0%	2	-2%	-9%	13%	22%

(next part)
SMILES	ALOX12 inh	ERG-DNA inh	GLS inh	G9a inh	PI4K2A inh	BAZ2B inh	JMJD2A Tudor	RGS4 inh	HP1b binding inh
CCCS(=O)(=O)c1nc(S(=O)(=O)c2ccc(C)cc2)c(N2CCOCC2)s1	107%[activator]	5%	-6%	60%[activator]	4	-16%	-7%	-10%	35%
COc1ccc(C(=O)OCc2nc(N)nc(Nc3ccccc3C)n2)cc1OC	5%	2%	0%	-18%	0	?	-21%	2%	25%
CC(=O)c1ccc(NC(=S)N(CCCN(C)C)Cc2ccccc2)cc1	-4%	1%	5%	·	1	2%	-13%	-5%	28%
Cc1ccc2c(c1)N(CC(=O)NCc1cccc(Cl)c1)C(=O)c1cccnc1O2	-6%	-8%	-21%	9%[59 µM]	-9	2%	-6%	-4%	26%
CSc1ccc(S(=O)(=O)NCC(=O)OCC(=O)N2CC(C)CC(C)C2)cc1[N+](=O)[O-] (stereo not drawn)	?	-10%	9%	50µM*	-2	-9%	-21%	11%	-9%
COCCCNC(=O)c1c(N)n(/N=C/c2ccccn2)c2nc3ccccc3nc12	2%	-2%	-8%	-9%[12.7 µM]	-4	-2%	-8%	-32%	42%[activator]
Cn1c(=O)c(Cc2ccccc2)c(O)c2ccccc21	9%	2%	2%	-4%[59 µM]	1	-2%	3%	34%	6%
CN(C)C1(CN=Cc2cc(Cl)cc([N+](=O)[O-])c2O)CCCCC1	18µM*	-6%	-2%	?	-1	45µM*	40µM*	-10%	?
CCOC(=O)C1CCN(S(=O)(=O)c2ccc(-c3nc4ccccc4s3)s2)CC1	?	0%	-3%	35µM*	-9	-34%	-23%	17%	39%[activator]
CCCC(=O)OC1CCS(=O)(=O)c2sccc21 (stereo not drawn)	-9%	10%	-4%	6%	2	-1%	-1%	-2%	53%[activator]
CCn1c(=O)c2sccc2n2c(CCC(=O)N3CCN(c4ccccc4OC)CC3)nnc12	-20%	4%	-5%	-26%[59 µM]	-6	0%	-8%	28%	49%[activator]

Bioassay records (PubChem)
